# TDP2 absorb: TDP2 (human) inhibition, absorbance primary screen; O95551; recombinant TDP2, T5PNP hydrolysis, p-nitrophenol absorbance 415 nm; inhibition, % at 12.8 µM; hit rate 0.34% among 370,000;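 active = inhibition above the mean of all tested compounds plus 3 SD, set per campaign, cut at about 25% in these data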;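 also: 0% = DMSO with enzyme and 100% = buffer with substrate but no TDP2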
# Target sequence (O95551 whole entry, looked up): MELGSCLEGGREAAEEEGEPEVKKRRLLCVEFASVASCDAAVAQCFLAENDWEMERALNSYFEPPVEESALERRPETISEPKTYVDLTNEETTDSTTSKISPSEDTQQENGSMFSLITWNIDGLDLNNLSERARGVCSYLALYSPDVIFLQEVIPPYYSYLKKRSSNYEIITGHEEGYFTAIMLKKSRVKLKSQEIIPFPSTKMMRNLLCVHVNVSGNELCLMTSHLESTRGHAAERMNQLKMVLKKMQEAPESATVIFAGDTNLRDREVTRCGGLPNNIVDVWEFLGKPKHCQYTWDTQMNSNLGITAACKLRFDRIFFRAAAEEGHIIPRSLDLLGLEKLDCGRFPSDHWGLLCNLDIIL
#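 test system = human TDP2 enzyme | input = TDP2 enzyme at 120 nM final | medium = 50 mM Tris-HCl pH 7.5 with Mg2+, KCl, DTT, BSA | also added = T5PNP substrate, 5 mM | times = 2 h at 37 °C | technique = epi absorbance | benchmarks = high control without enzyme, low control DMSO plus TDP2 | replication = each compound tested once, singlicate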
# HTRA1 inhibitor: HTRA1 (human) protease inhibition. inhibition, % at 5.96 µM. Q92743. recombinant HTRA1, FP-rhodamine activity-based probe, fluorescence polarization. AID 504803. hit rate 0.5% among 340,000; in the data active = inhibition above about 36%;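 also: 0% = enzyme with DMSO and 100% = wells lacking enzyme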
# TCR CD3 inh: human TCR-CD3 binding inhibition; hit rate 0.37% among 360,000; inhibition, % at 9.4 µM; TAMRA-labeled TCR probe fluorescence, biochemical; in the data active = inhibition above about 19%;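 also: recombinant mutant TCR 2C K166C tagged with TAMRA read by polarization; 0% = receptor in buffer alone and 100% = receptor with positive control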
# PG9 Ab binder: small molecules binding HIV-1 gp120 antibody PG9; inhibition, % at 6.7 µM; hit rate 0.43% among 360,000; TR-FRET gp120-PG9 antibody binding; AID 624416; in the data active = inhibition above about 8.5%
# PRMT1 FP inh: PRMT1 (human) inhibition, primary screen | recombinant PRMT1, activity-based probe fluorescence polarization | inhibition, % at 2.79 µM | hit rate 1.3% among 370,000 | Q99873;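 active = inhibition above about 21% made by adding two undisclosed values, limit read from the data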
# mABHD4 FP: inhibits mouse alpha/beta hydrolase domain 4; Q8VD66; purified mABHD4, FP-Rh probe fluorescence polarization; inhibition, % at 8.92 µM; hit rate 0.54% among 370,000;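 active = inhibition exceeding the mean over every tested compound plus 3 SD, cut at about 30% in these data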;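 also: 0% = plate median of compound wells and 100% = S159A mutant with DMSO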
#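 System: mouse ABHD4 enzyme, wild type / Medium: HEPES pH 7.0, NaCl, Pluronic buffer / Reagent: FP-Rh activity-based fluorescent probe / Control set: S159A mutant high control, sample median low control / Detection: fluorescence polarization with parallel and perpendicular emission, 525/598 nm / Schedule: 45 min + 60 min at 25 °C / Compound dosing: 8.92 µM, single dose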
# rCAG RNA binder: r(CAG) repeat RNA binding; hit rate 1.3% among 370,000; inhibition, % at 3 µM; TO-PRO-1 dye displacement fluorescence;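 active = inhibition above the plate cutoff, the mean of all test compounds on that plate plus 3 SD, cut at about 35% in these data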;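 also: 0% = DMSO alone and 100% = 100 µM mitoxantrone as full dye displacement; higher means more dye released from RNA so lower well fluorescence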
# NR1D1 modulator: Rev-erb alpha (human) modulation; Rev-erbα–FITC-DNA binding, fluorescence polarization, 90 min; activity, % at 10 µM; hit rate 0.79% among 370,000;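 active = activity above about 14%, limit read from the data; passing the limit was not always enough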;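 also: 0% = DMSO wells with 35 nM protein and 100% = DMSO wells with 750 nM protein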
# SIAE primary: blocks human sialic acid acetylesterase. Q9HAT2. SIAE FP-Rh probe binding, fluorescence polarization. hit rate 0.69% among 370,000. AID 1053197. inhibition, % at 9.66 µM;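 active = inhibition above a cutoff: mean of compounds within the control limits plus 3 SD of those, cut at about 17% in these data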;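 also: 0% = plate median of compound wells and 100% = probe without SIAE protein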
# Target sequence (Q9HAT2 whole entry, looked up): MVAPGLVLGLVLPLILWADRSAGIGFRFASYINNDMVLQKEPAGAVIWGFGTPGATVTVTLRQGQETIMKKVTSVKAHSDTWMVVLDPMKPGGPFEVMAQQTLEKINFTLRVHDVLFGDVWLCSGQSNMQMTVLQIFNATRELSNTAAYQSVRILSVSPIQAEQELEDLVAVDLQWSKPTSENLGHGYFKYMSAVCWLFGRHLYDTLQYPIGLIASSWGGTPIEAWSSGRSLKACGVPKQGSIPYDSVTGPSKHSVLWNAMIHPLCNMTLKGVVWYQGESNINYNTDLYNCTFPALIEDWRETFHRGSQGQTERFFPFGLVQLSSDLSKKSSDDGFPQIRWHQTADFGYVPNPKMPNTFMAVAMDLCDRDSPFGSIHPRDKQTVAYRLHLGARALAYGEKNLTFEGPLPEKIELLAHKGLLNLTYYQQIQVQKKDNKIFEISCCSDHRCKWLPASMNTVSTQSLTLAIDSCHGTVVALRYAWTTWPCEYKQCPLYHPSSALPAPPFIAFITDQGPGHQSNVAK
# LEDGF integ inh: blocks HIV-1 LEDGF/p75-dependent DNA integration | hit rate 0.64% among 370,000 | TR-FRET IN-LEDGF/p75 DNA integration, Eu/Cy5 | inhibition, % at 3.7 µM | AID 743269;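 active = inhibition above the screen-wide mean plus 3 SD, cut at about 13% in these data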;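 also: signal is the Cy5 over europium emission ratio at 671 and 618 nm; 0% = plate median of compound wells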
# An asterisk follows results filed as active; x = not tested or not shown. Some of the compounds tested, so the mix of outcomes need not match the whole.
SMILES,TDP2 absorb,HTRA1 inhibitor,TCR CD3 inh,PG9 Ab binder,PRMT1 FP inh,mABHD4 FP,rCAG RNA binder,NR1D1 modulator,SIAE primary,LEDGF integ inh
COc1cccc(-c2cnc(C(O)c3cccc(F)c3)[nH]2)c1 (configuration not stated),8,x,-7,-1.0,4,2,-1,-10,-1,-3
CC1(C)Cc2c(sc3nc(-c4ccccc4)oc(=O)c23)CO1,-1,0,-1,1.1,0,4,2,-2,-2,2
Cc1ccc(C(C)C)c(OCC(O)CN2CCc3ccccc3C2)c1 (configuration not stated),-6,-9,-1,1.6,2,2,-5,-1,4,-3
C[C@@H]1C(NC(=O)c2ccccc2)CC2CC1C2(C)C (some centres not stated),-10,-5,5,0.5,0,-1,-2,5,-1,0
Cc1ccc(S(=O)(=O)N(CC(=O)Nc2cccc(C)c2C)C(=O)N2CCN(C)CC2)cc1,6,-7,4,1.6,-3,2,-1,1,-4,1
COC(=O)C1=C(C)N(Cc2cccc(C(F)(F)F)c2)C(=NCc2ccccc2C(F)(F)F)NC1c1ccc(Cl)cc1 (configuration not stated),-16,x,-13,0.1,-4,6,3,2,-8,7
COC(=O)C1=C(NC(=O)C2CCCCC2)CCS1,5,7,1,-0.9,3,4,-3,2,6,0
COC(=O)CSc1ncc(C#N)c(N)n1,-4,-4,-9,3.3,0,4,-1,-3,5,0
O=C(Nc1nncs1)c1ccccc1NS(=O)(=O)c1cccs1,3,3,-1,3.2,4,-7,36*,0,-6,1
O=C(O)Cc1sc(-c2ccccc2Cl)nc1-c1ccccc1,-10,-10,0,6.3,1,3,17,-3,1,0

# Gathered by group, the entries above with a thiophene ring, fused or not.
SMILES,TDP2 absorb,HTRA1 inhibitor,TCR CD3 inh,PG9 Ab binder,PRMT1 FP inh,mABHD4 FP,rCAG RNA binder,NR1D1 modulator,SIAE primary,LEDGF integ inh
CC1(C)Cc2c(sc3nc(-c4ccccc4)oc(=O)c23)CO1,-1,0,-1,1.1,0,4,2,-2,-2,2
O=C(Nc1nncs1)c1ccccc1NS(=O)(=O)c1cccs1,3,3,-1,3.2,4,-7,36*,0,-6,1

# (more compounds)
SMILES,TDP2 absorb,HTRA1 inhibitor,TCR CD3 inh,PG9 Ab binder,PRMT1 FP inh,mABHD4 FP,rCAG RNA binder,NR1D1 modulator,SIAE primary,LEDGF integ inh
COCCN(C(=O)Nc1ccc(OC)cc1OC)C1CCN(C(C)=O)CC1,2,7,-4,-0.9,-2,-5,-1,-2,0,3
Cc1nc2c(C)cccc2c2c1COC2,-7,0,-5,1.6,1,1,-1,-5,5,0
CCN1C(=O)C(=O)N(CC(=O)Nc2cc(C)ccc2C)C1=O,-5,6,0,-0.4,-5,0,-1,2,-7,2
Cc1ccc(OCCn2c(C)c(/C=N/n3cnnc3)c3ccccc32)cc1,-11,-15,5,-3.1,-1,-2,4,-3,-1,-1
CCN1CCc2c(OCC(=O)Nc3ccccc3)cccc2C1=O,2,5,-4,-2.2,3,-1,-6,4,4,-5
COc1ccc(C(=O)N2CCN(Cc3ccc(OC)c(OC)c3)CC2)cc1,15,1,1,-2.0,0,7,-8,5,-2,7
COc1ccc(C(CNC(=O)CN(C)S(=O)(=O)c2ccc(C)cc2)N2CCCC2)cc1 (configuration not stated),2,4,0,-2.9,-2,-1,-2,3,-2,0
O=C(c1cc(-c2ccc3c(c2)OCO3)on1)N1CCN(c2ccc(F)cc2)CC1,3,5,1,3.2,-2,-1,-2,-2,6,0
CN(C)c1ncnc2c1ccn2C1OC(CO)C(O)C1O (configuration not stated),0,1,-5,1.2,4,-3,1,4,2,-4
COc1cc2c(cc1OC)CN(CC(=O)Nc1ccc(F)cc1)C(C(=O)O)C2 (configuration not stated),-3,0,-3,0.3,0,1,9,0,0,-4
Nc1nnn(CC(=O)N/N=C/c2ccccc2)n1,-7,8,6,1.3,-3,2,1,3,-1,2
O=C(Nc1ccc(S(=O)(=O)N2CCCC2)cc1)c1ccccc1,-8,-7,-5,-0.1,2,-1,0,0,1,2
COc1ccccc1C(=O)NNS(=O)(=O)c1ccc(F)cc1,-4,7,6,-0.7,-3,-3,1,-2,0,-1
Cc1cccnc1NC(=O)c1ccc2nc(N)sc2c1,-1,0,-4,0.3,12,6,5,8,3,2
O=C(O)c1ccccc1-c1ccccc1C(=O)Nc1ccc(OC(F)(F)F)cc1,17,-6,6,-0.9,0,-4,14,-2,-2,3
CCOc1ccc(/C=N/NC(=O)c2cc3ccccc3cc2OC)cc1,-4,-46,9,-2.7,0,-5,0,-2,-10,2
CCN1CCN(Cc2c(O)ccc3c2O/C(=C\C=C\c2ccccc2)C3=O)CC1,1,-3,-3,-12,22*,11,-8,1,-5,-3
CCCNC(=O)c1cccc(S(=O)(=O)N2CC3(C)CC2CC(C)(C)C3)c1 (configuration not stated),6,-3,-7,1.8,0,4,-8,-1,0,1
O=C(CCN1C(=O)c2ccccc2C1=O)Nc1cccc(F)c1,2,6,4,-2.8,2,-12,-3,1,-2,0
COc1ccc(CONS(=O)(=O)c2ccc(NC(C)=O)cc2)cc1Cl,0,0,-4,1.0,1,-2,1,-2,-3,0
CC1CCN(C(=O)CN(c2ccc3c(c2)OCCO3)S(=O)(=O)c2ccccc2)CC1,6,4,0,1.1,-1,-3,-7,-2,-6,-3
CC(C)(C)N(NC(=O)NCCCl)C(=O)c1ccccc1Cl,12,x,x,x,-2,-1,2,0,-5,2
CN(Cc1nc2ccccc2n1C)C(=O)c1ccco1,7,-2,4,-0.8,1,-4,-1,1,2,2
CN(C(=O)c1ccncc1)c1nnc(-c2cccnc2)s1,2,2,-1,-1.5,-2,1,1,0,-1,1
COc1cccc(CN2CCNC(=O)C2CC(=O)NC2CCCCCCC2)c1 (configuration not stated),-4,-2,5,-1.2,-3,9,-2,3,2,0
Cc1ccc(C(=O)NCC(=O)O)o1,-5,8,-5,-2.8,-3,0,0,0,3,52*
CCCCNS(=O)(=O)c1ccc2nc(SCC(=O)N3CC(C)OC(C)C3)[nH]c2c1 (configuration not stated),-6,-1,-4,-0.8,6,7,-1,-4,-3,-1
O=C(Nc1cccc(S(=O)(=O)N2CCOCC2)c1)c1cc2c(s1)CCC2,6,-12,-6,-0.2,-1,-9,13,6,-15,-3
COC(=O)c1ccccc1NC(=O)c1cc(-c2ccc(O)cc2)on1,2,-2,0,1.6,-1,-4,1,1,-3,2
COc1cccc(C(=O)NNS(=O)(=O)c2ccc(F)cc2)c1,-5,10,-9,-2.9,2,11,-3,-5,-2,-2
COc1ccc(Cl)cc1NC(=O)C(C)OC(=O)c1ccc(NS(=O)(=O)c2ccc3[nH]c(=O)[nH]c3c2)cc1 (configuration not stated),2,-90,3,1.0,3,-108,39*,10,-96,4
COc1cc(C(=O)Nc2ccc(Oc3ncnc4sc(-c5ccccc5)cc34)cc2)cc(OC)c1OC,0,0,2,6.8,0,-2,-2,30*,0,-4
Cn1c(=O)n(C)c2cc([N+](=O)[O-])c(N3CCN(S(=O)(=O)c4ccc5ccccc5c4)CC3)cc21,-6,1,-3,0.2,2,5,0,-1,1,2
COc1cc(C2CC(=O)c3c(ccc4ccccc34)N2)ccc1O (configuration not stated),-16,-5,-4,3.1,4,-5,2,1,-1,-5
COc1ccc(C2=NN(c3nc4ccccc4s3)C(=O)/C2=C\N(C)C)cc1,6,3,5,-1.1,0,8,46*,-2,-9,-2
C/C(=N/NC(=O)c1cc(Cl)ccc1O)C12CC3CC(CC(C3)C1)C2,-1,20,14,2.5,2,13,15,-4,-1,-2
c1cncc(CNc2ncnc3sc4c(c23)CCCC4)c1,14,3,9,1.3,3,-1,-1,2,1,1
CCn1cc(C(=O)NCc2ccc(C)o2)c2cc(OC)c(OC)cc2c1=O,1,8,4,-2.0,13,8,1,-2,-2,-2
Cc1ccc(-n2ncc3c2CCCC3NC(=O)c2ccccc2N2CCOCC2)cc1C (configuration not stated),7,-7,6,0.7,-1,-1,-9,6,1,-3
CC(C)N=C(Nc1ccc(Cl)cc1)c1cccnc1,3,1,1,0.3,2,2,-5,3,-6,-1
CC1NC(=O)N(C)[C@@H]2NC(=O)N(C)C(c3ccc([N+](=O)[O-])cc3)[C@@H]12 (some centres not stated),6,6,8,-0.3,-4,2,0,-3,-5,6
O=C(CNS(=O)(=O)c1ccc(Cl)cc1)OCC(=O)N1CCCc2ccccc21,1,3,3,0.8,-1,-1,1,-1,2,-3
CCCS(=O)(=O)NC(=O)C1(C)CCCN(C(=O)c2c(OC)cccc2OC)C1 (configuration not stated),1,x,-7,2.5,3,-8,1,-4,1,4
COc1ccc(/C=C/C(=O)Nc2cccc(N3CCOCC3)c2)cc1OC,-3,6,-9,-1.2,1,8,-3,-5,-1,-3
COc1ccc(NC(=O)Cc2ccccc2F)cc1S(=O)(=O)N1CCCCC1,7,7,-1,-1.6,5,5,-2,1,4,0
N#C/C(=C\c1cccc(Br)c1)C(=O)N1CCCCC1,5,-2,6,-1.8,2,3,-3,4,2,-3
COc1ccc(C(C(=O)Nc2c(C)cccc2C)N2CCN(C)CC2)cc1 (configuration not stated),6,x,4,-0.1,-3,2,-1,0,3,-2
O=C(O)C1CSC(c2coc3ccccc3c2=O)N1 (configuration not stated),-3,-9,12,-0.8,51*,5,8,-4,-8,-4
COc1cc(CNC(=O)C2CCC(=O)N(C3CCCCCC3)C2)cc(OC)c1 (configuration not stated),7,6,-10,-0.1,-1,-4,-8,6,-4,-5
Cc1cc(NC(=O)COC(=O)c2cccc(O)c2)no1,9,-7,5,0.9,-3,1,-2,2,-1,4

# (listing goes on)
SMILES,TDP2 absorb,HTRA1 inhibitor,TCR CD3 inh,PG9 Ab binder,PRMT1 FP inh,mABHD4 FP,rCAG RNA binder,NR1D1 modulator,SIAE primary,LEDGF integ inh
Cc1ccc(NC(=O)c2ccco2)nc1,-10,1,1,-1.2,2,6,0,-5,1,-1
COC(=O)C1=C(C(=O)OC)C(C(=O)OC)C(C(=O)OC)C(C(=O)OC)(C(=O)OC)C(C(=O)OC)=C1C(=O)OC (configuration not stated),-8,1,4,-0.8,5,0,0,2,-1,2
CC(=O)Nc1nc(C)c(C(C)=O)s1,-14,5,-10,7.8,-1,0,4,7,2,0
O=C(Nc1cccc(Cl)c1)c1ccc(OC(=S)N2CCOCC2)cc1,6,-9,-2,-1.3,0,-8,5,0,0,-2
CCCCOC(=O)C1CCCC(C)N1 (configuration not stated),4,1,-4,0.0,-2,6,-1,1,7,-2
CCOC(=O)N/N=C/c1cc(C)n(-c2cccc3ccccc23)c1C,4,-11,-1,0.4,-2,-7,-4,-4,3,0
COC(=O)[C@]12C[C@H](CC(=O)N3CCOCC3)C(=O)N(Cc3ccco3)C1=C[C@H](C1CCCC1)O[C@@H]2C,-8,x,x,x,-5,5,-1,4,4,0

# Quoted from the listing.
# O=C(Nc1cccc(Cl)c1)c1ccc(OC(=S)N2CCOCC2)cc1 in HTRA1 inhibitor is listed with -9
# CCCCOC(=O)C1CCCC(C)N1 (configuration not stated) in mABHD4 FP is listed with 6
# CCOC(=O)N/N=C/c1cc(C)n(-c2cccc3ccccc23)c1C in PG9 Ab binder is listed with 0.4
# COC(=O)C1=C(C(=O)OC)C(C(=O)OC)C(C(=O)OC)C(C(=O)OC)(C(=O)OC)C(C(=O)OC)=C1C(=O)OC (configuration not stated) in HTRA1 inhibitor is listed with 1

# Compound activity from PubChem.
